Assay outcomes as filed in PubChem.
GAA glycogen mod – alters human alpha-glucosidase cleavage of glycogen; Potency, µM (doses to about 76.4 µM), inactives show top-dose activity change, negative = inhibition, most hits filed as inhibitors; 300,000 compounds, 0.38% hits; recombinant GAA, glycogen substrate, Amplex Red glucose oxidase fluorescence; P10253;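 note: 0% = full enzyme reaction and -100% = no-enzyme basal signal; the screen sought inhibitors and activators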
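Natural-substrate format: glycogen cleavage by 4 nM human enzyme, glucose read by Amplex Red coupling (Ex 573, Em 610 nm). Normalized to enzyme and no-enzyme controls.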
GAA inhib – blocks human lysosomal alpha-glucosidase. P10253. purified human GAA, 4-MU-alpha-glucoside fluorescence. Potency, µM (top dose mostly 76.9 µM), without a hit: top-dose activity change, negative = inhibition, actives largely listed as inhibitors. 200,000 compounds, 0.005% hits. AID 1466;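 note: plate controls were uninhibited enzyme wells for no effect and no-enzyme background for full effect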
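Fluorogenic assay: 4 nM human alpha-glucosidase with 400 uM 4-methylumbelliferyl-alpha-D-pyranoside in 50 mM citrate/phosphate, 0.005% Tween-20, pH 5.0, 20 min at room temperature. Compounds tested up to 77 uM; AC50 from Hill fits.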
TR SRC2 fluor cs – counter-screen for TRb-SRC2 inhibitors: fluorescence interference; AID 1479; TRb/SRC2 Texas Red total fluorescence interference; 280,000 compounds, 0.29% hits; Potency, µM (titrated, usually from 106 µM), for the others: top-dose fluorescence change, negative = quenching; active = well fitted curve in either direction with a large enough effect; inconclusive = small, poorly fitted or top-dose-only effect
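Human TRβ ligand-binding domain (0.6 uM) and Texas Red SRC2 peptide (20 nM) in Tris buffer with 1 uM T3 and 5% DMSO were incubated with pinned compound for 5 hr at ambient temperature. Total fluorescence was computed as S + 2P (555/632 nm).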
RECQ1 helicase – inhibitors of human RECQ1 DNA helicase; RECQ1 DNA unwinding, red fluorescence kinetic read; Potency, µM (top dose mostly 57.3 µM), for inactives: at the top dose activity, negative = inhibition, usual class: inhibitors; 240,000 compounds, 0.54% hits;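 note: plate controls were vehicle for no effect and no enzyme for full effect; nearly all actives have a fitted effect of over 30% in size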
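RECQ1T1 50 nM; forked duplex (20 bp + 30-nt ss tails) 200 nM, ATP 2 mM final; pH 8.0, 2 mM MgCl2, 2.5 ug/ml poly(dI-dC); 15 min compound preincubation; discontinuous kinetic read over 2 h at RT.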
aGlu spleen mod – inhibitors or activators of human alpha-glucosidase in spleen homogenate | human spleen homogenate, 4-MU-alpha-glucoside fluorescence | P10253 | Potency, µM (doses to about 79.9 µM), inactives show top-dose activity change, negative = inhibition, actives largely listed as inhibitors | 240,000 compounds, 0.006% hits;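 note: 0% = enzyme with vehicle and -100% = no enzyme basal signal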
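Enzyme source: human spleen homogenate, 1 ug/well. Buffer 50 mM citric acid/K phosphate pH 5.0, 0.01% Tween-20. 4-MU-alpha-glucoside 1 mM; 37 C x 40 min; NaOH/glycine stop; fluorescence.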
GoLoco inh red – blocks human Gai1 binding to RGS12 GoLoco peptide, red readout. P63096. Gai1:RGS12 GoLoco peptide FP, rhodamine, 10 min. Potency, µM (doses to about 61.6 µM), for the others: at the highest dose activity, negative = inhibition, hits mostly inhibitors. 230,000 compounds, 0.44% hits; active = well fitted inhibition curve with a large enough effect, not every such curve was filed as active; inactive = no such curve, though single readings can be large or run the other way; note: nearly all actives have a fitted effect of over 30% in size; many of its hits are not listed in these tables
Target sequence (P63096 whole entry, looked up): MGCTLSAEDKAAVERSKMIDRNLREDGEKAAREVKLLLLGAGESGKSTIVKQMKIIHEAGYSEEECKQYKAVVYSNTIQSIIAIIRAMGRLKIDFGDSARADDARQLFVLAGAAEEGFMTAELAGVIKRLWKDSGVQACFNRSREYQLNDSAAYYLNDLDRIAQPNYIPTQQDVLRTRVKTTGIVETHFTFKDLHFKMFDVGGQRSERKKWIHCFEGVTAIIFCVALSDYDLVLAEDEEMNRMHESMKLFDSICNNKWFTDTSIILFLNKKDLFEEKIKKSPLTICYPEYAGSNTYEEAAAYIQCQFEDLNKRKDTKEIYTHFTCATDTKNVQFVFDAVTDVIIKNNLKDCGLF
L3MBTL1 inh – L3MBTL1 (human) inhibition. 230,000 compounds, 0.66% hits. Potency, µM (top dose mostly 57.1 µM), without a hit: at the highest dose activity, negative = inhibition, hits mostly inhibitors. Q9Y468. AlphaScreen L3MBTL1–H3K9me1 peptide binding. AID 485360; note: nearly all actives have a fitted effect of over 60% in size
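L3MBTL1 (50 nM) pre-complexed 30 min with biotinylated H3(1-15)K9me1 peptide (75 nM), then compounds added for 30 min at room temperature; AlphaScreen streptavidin donor/nickel chelate acceptor beads (10 ug/mL final) read after 30 min dark incubation.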
TRb SRC2 PPI – disrupts binding of human TR beta to SRC2. P10828. TRbeta-SRC2 peptide binding, fluorescence polarization; receptor liganded with 1 µM T3. Potency, µM (top dose mostly 106 µM), inactives show top-dose activity change, negative = inhibition, actives largely listed as inhibitors. 280,000 compounds, 0.065% hits;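 note: plate controls were bound peptide for no effect and peptide without receptor for full effect; nearly all actives have a fitted effect of over 50% in size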
Target sequence (P10828 whole entry, looked up): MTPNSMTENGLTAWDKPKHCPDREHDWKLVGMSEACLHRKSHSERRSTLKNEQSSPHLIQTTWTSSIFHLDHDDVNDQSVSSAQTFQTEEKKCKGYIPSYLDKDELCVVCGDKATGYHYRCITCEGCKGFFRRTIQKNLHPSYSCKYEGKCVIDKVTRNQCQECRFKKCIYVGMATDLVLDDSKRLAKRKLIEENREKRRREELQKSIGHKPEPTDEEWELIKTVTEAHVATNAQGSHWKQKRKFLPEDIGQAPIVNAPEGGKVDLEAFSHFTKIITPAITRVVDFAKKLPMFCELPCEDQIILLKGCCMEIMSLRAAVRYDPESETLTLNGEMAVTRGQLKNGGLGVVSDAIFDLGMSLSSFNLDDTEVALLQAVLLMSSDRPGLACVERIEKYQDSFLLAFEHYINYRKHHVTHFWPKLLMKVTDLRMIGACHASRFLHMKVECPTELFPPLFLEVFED
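Human TRb ligand-binding domain (0.6 uM) is mixed with 20 nM Texas Red SRC2 peptide and 1 uM T3; after compound addition and 5 hr at ambient temperature, polarization is measured and normalized to unbound and bound controls.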
Active calls of the source: *; i = inactive; ? = inconclusive; . = not tested or not shown; & = joins results of further samples; [ ] = dose if it differs, or a comment. Unless noted, calls come from the whole dose curve; as a rule, active = well fitted curve in the direction sought with a large enough effect; inconclusive = small, poorly fitted or top-dose-only effect, or another doubt; inactive = no such curve, though single readings can be large; an effect the other way counts as inactive or inconclusive. Unless noted, % is set by controls: 0 for no effect and ±100 for the full control effect; potency is the fitted concentration of half-maximal effect.

entry	Structure	GAA glycogen mod	GAA inhib	TR SRC2 fluor cs	RECQ1 helicase
1	COc1ccc(C2CC(=O)N(C)c3ccccc3S2)cc1OC (stereo not drawn)	-1%	-2%	2%	-6%
2	C=CCOc1cccc(C2/C(=C(\O)c3ccc(F)cc3)C(=O)C(=O)N2CCN(C)C)c1 (stereo not drawn)	-7%	8%	0%	1%
3	Cc1ccc(CNc2ncc(-c3ccc4c(c3)OCO4)n2C)cc1	20µM*	-3%	0%	3%
4	COc1cccc(-c2cc(C(=O)Nc3ccccc3SC)no2)c1	8%	6%	1%	-10%
5	CCOc1ccc(NC(=O)CN(C)CC(=O)Nc2ccccc2C#N)cc1OCC	0%	0%	-2%	7%
6	COc1ccc(CCNC(=O)C2CCN(S(=O)(=O)N3CC(C)CC(C)C3)CC2)cc1OC (stereo not drawn)	3%	1%	-5%	-7%
7	Cc1sc2ncn(CC(=O)NCC3COc4ccccc4O3)c(=O)c2c1S(=O)(=O)N1CCCCC1 (stereo not drawn)	8%	-3%	-1%	-2%
8	O=[n+]1c2c(n([O-])c3cc(F)c(F)cc31)CCCC2	0%	?	-4%	2%
9	Cc1nc(-n2cc(F)c(=O)[nH]c2=O)c2nc(C)oc2n1	3%	6%	-4%	4%
10	O=c1cc(-c2c(O)c3ccccc3n(Cc3ccccc3)c2=O)[nH][nH]1	-21%	-6%	-7%	?

entry	aGlu spleen mod	GoLoco inh red	L3MBTL1 inh	TRb SRC2 PPI
1	2%	-7%	.	4%
2	-12%	9%	2%	8%
3	-4%	4%	-3%	-6%
4	-5%	-7%	0%	-11%
5	9%	10%	3%	-12%
6	-5%	-12%	3%	7%
7	-1%	6%	.	-2%
8	-4%	-9%	3%	2%
9	1%	3%	6%	0%
10	3%	7%	?	-5%

New compounds follow.
entry	Structure	GAA glycogen mod	GAA inhib	TR SRC2 fluor cs	RECQ1 helicase
11	CC1(C)CC(=O)C(C=NC2CCCCC2)=C(O)C1	4%	?	0%	-4%
12	CCN(CC)c1nc2c(s1)C(=O)NCCC2	10%	-5%	0%	i
13	COC(=O)c1ccc(NC(=O)COc2ccc(C3C(C#N)=C(N)Oc4c3ccc3ccccc43)cc2OC)cc1 (stereo not drawn)	-4%	-7%	2%	-18%
14	Cc1ccnc(NC(=O)c2ccc(S(=O)(=O)c3ccccc3)cc2)c1	12%	-11%	-7%	i
15	Cc1ccc(C)c(NC(=S)/C(=C(\[O-])c2ccc(Cl)s2)[n+]2ccccc2)c1	-1%	-4%	-1%	-13%
16	COc1cc(/C=N/N=C(N)N)ccc1OCc1ccccc1Cl	7%	-9%	-1%	-8%
17	CCOc1ccc(S(=O)(=O)Oc2ccc3ccccc3c2)cc1	9%	?	-5%	-4%
18	Cc1ccc(/C=N/N2C(=S)SC(C)(C)C2N(O)C(=O)Nc2ccc([N+](=O)[O-])cc2)cc1 (stereo not drawn)	-15%	-12%	0%	32µM*
19	CCCn1c(N)c(Sc2ccc(C)cc2)c(=O)n(CCC)c1=O	5%	3%	-3%	0%
20	CC(C)Cn1c(-c2ccncc2)n[nH]c1=S	-13%	-3%	-3%	-7%

entry	aGlu spleen mod	GoLoco inh red	L3MBTL1 inh	TRb SRC2 PPI
11	-6%	-2%	9%	4%
12	-2%	8%	2%	-7%
13	-9%	-2%	-7%	0%
14	-6%	12%	-2%[11.4 µM]	1%
15	2%	23%	?	7%
16	-1%	-1%	-25%	-2%
17	2%	10%	72%[activator]	-1%
18	-18%	11%	-5%	-10%
19	7%	8%	-2%	-3%
20	5%	14%	5%[11.4 µM]	-1%

Entries by screen from the entries so far.
aGlu spleen mod, entries 6 to 11, in order: -5%, -1%, -4%, 1%, 3%, -6%
RECQ1 helicase, entries 6 to 11, in order: -7%, -2%, 2%, 4%, ?, -4%

(next part)
entry	Structure	GAA glycogen mod	GAA inhib	TR SRC2 fluor cs	RECQ1 helicase
21	CNCCCCOc1ccccc1-c1ccccc1	11%	0%	-5%	-5%
22	COc1ccc(C(=O)NNc2ccccc2)cc1	?	1%	2%	-5%
23	COC(=O)c1ccc(Cn2cnc3ccccc3c2=O)cc1	-1%	-11%	2%	19%
24	COc1ccccc1S(=O)(=O)c1ccccc1[N+](=O)[O-]	-6%	-4%	-3%	0%
25	O=C(NC1CCCCC1)C12CC3CC(C1)CC(n1cncn1)(C3)C2	2%	0%	-2%	-10%
26	COc1ccc(CCNC(=O)C(=O)c2c[nH]c3ccccc23)cc1	.	.	-4%	14%
27	O=c1[nH]cnc2scc(-c3ccc(Br)cc3)c12	3%	-3%	1%	-2%
28	Cc1cccc(NC(=O)/C=C/c2cccs2)n1	1%	1%	-5%	-1%
29	CC(C)c1ccc(CNC(=O)C(=O)NCCCn2ccnc2)cc1	1%	-5%	3%	0%
30	CC(Cc1ccc(O)c(O)c1)C(C)Cc1ccc(O)c(O)c1 (stereo not drawn)	.	.	-3%&-4%	2.2µM*

entry	aGlu spleen mod	GoLoco inh red	L3MBTL1 inh	TRb SRC2 PPI
21	-6%	17%	-17%	-1%
22	0%	-6%	8%	0%
23	-14%	2%	.	-13%
24	-6%	-6%	1%	1%
25	-12%	-3%	13%	-10%
26	-2%	2%	.	-1%
27	4%	-2%	.	7%
28	-3%	23%	-27%	10%
29	-16%	6%	.	8%
30	-1%&16%	-7%&-13%	.	0%&0%

Single records (already shown). Screens in order: GAA glycogen mod	GAA inhib	TR SRC2 fluor cs	RECQ1 helicase	aGlu spleen mod	GoLoco inh red	L3MBTL1 inh	TRb SRC2 PPI
CC(C)c1ccc(CNC(=O)C(=O)NCCCn2ccnc2)cc1 as listed: 1%	-5%	3%	0%	-16%	6%	.	8%
CC(Cc1ccc(O)c(O)c1)C(C)Cc1ccc(O)c(O)c1 (stereo not drawn) as listed: .	.	-3%&-4%	2.2µM*	-1%&16%	-7%&-13%	.	0%&0%
Cc1cccc(NC(=O)/C=C/c2cccs2)n1 as listed: 1%	1%	-5%	-1%	-3%	23%	-27%	10%
COc1ccc(CCNC(=O)C(=O)c2c[nH]c3ccccc23)cc1 as listed: .	.	-4%	14%	-2%	2%	.	-1%

Further structures follow.
entry	Structure	GAA glycogen mod	GAA inhib	TR SRC2 fluor cs	RECQ1 helicase
31	Cc1ccc(N(CC(=O)Nc2cccc(C)c2)S(=O)(=O)c2cccc3nonc23)cc1	-6%	-7%	1%	-17%
32	COC(=O)c1ccc(OC)c(OC2CCCC2)c1	10%	1%	0%	i
33	CC(C)C(=O)c1cn(CC(=O)NCc2ccc3c(c2)OCO3)c2ccccc12	6%	-3%	-4%	7%
34	COc1cc(C)ccc1OCCCOc1ccccc1Cl	-3%	7%	-1%	-10%
35	N#C/C(=C(/O)CSc1ccccn1)c1nc2ccccc2s1	2%	?	-6%	-1%
36	CCC(C)(C(=O)NC1CCCC1)N(C(=O)c1cnccn1)c1ccccc1 (stereo not drawn)	3%	-1%[15.4 µM]	2%	-4%
37	Nc1n[nH]c(CCCO)n1	2%	2%	-1%	4%
38	CC(C)(C)OC(=O)NCCCCCc1nnc(SCc2ccc(F)cc2)o1	-8%	?	-5%	15%
39	COC(=O)CN1C(=S)N(Cc2ccccc2)C(=O)C1CC(=O)Nc1ccc(OC)cc1 (stereo not drawn)	-8%	5%	0%	-1%
40	CN(C)CCNC(=O)Cn1nc(C(F)F)cc1C1CC1	0%	-23%	1%	i

entry	aGlu spleen mod	GoLoco inh red	L3MBTL1 inh	TRb SRC2 PPI
31	-3%	.	-25%	13%
32	3%	4%	10%	-3%
33	0%	3%	0%	-5%
34	-12%	14%	53%[activator]	-5%
35	-3%	82%[activator]	.	3%
36	-4%	5%	-6%	4%
37	3%	0%	4%	-5%
38	0%	8%	16%	-3%
39	6%	18%	0%	10%
40	-7%	-10%	-1%	-2%

New compounds follow.
entry	Structure	GAA glycogen mod	GAA inhib	TR SRC2 fluor cs	RECQ1 helicase
41	Cc1cc(O)cc(O)c1C(=O)O	.	.	-6%	-8%
42	CCc1nc(SCC(=O)N2c3ccccc3CC2C)c2c(C)c(C)sc2n1 (stereo not drawn)	1%	3%	2%[53 µM]	i
43	CC(NC(=O)C1CCN(S(=O)(=O)N2CCC3(CC2)OCCO3)CC1)c1ccccc1 (stereo not drawn)	1%	3%	-6%	0%
44	C[C@@H]1CN(Cc2cn(C)nc2-c2cccc(Cl)c2)C[C@H](C)O1	6%	?	-4%	20%
45	O=C(Nc1nnc(CC(=O)N2CCOCC2)s1)c1cccs1	-1%	5%	-1%	-15%
46	O=C(O)C(Cc1ccccc1)N1C(=O)/C(=C/C=C/c2ccco2)SC1=S (stereo not drawn)	-13%	0%	?	2.8µM*
47	CC#CCC1(C(=O)OC)C(=O)NC[C@H]1c1ccccc1 (stereo partly drawn)	.	.	1%&-2%&-1%	4%&-8%
48	CCOc1ccc(C2C(C(=O)c3cccs3)=C(O)C(=O)N2Cc2cccnc2)cc1 (stereo not drawn)	-2%	8%	-4%	-3%
49	O=C(CCl)Nc1ccc(Sc2ccc(NC(=O)CCl)cc2)cc1	5%	.	-2%	-9%

entry	aGlu spleen mod	GoLoco inh red	L3MBTL1 inh	TRb SRC2 PPI
41	-2%	1%	.	-2%
42	3%	4%	0%	-16%[53 µM]
43	0%	6%	.	5%
44	0%	18%	3%	3%
45	-3%	5%	8%[11.4 µM]	-3%
46	5%	58%[activator]	1.3µM*	27%
47	-10%&-11%&-8%	-4%&2%&1%	.	11%&2%&6%
48	-15%	4%	.	0%
49	2%	-3%	.	-3%

An excerpt; count on the stated rates, not on these rows.
